Source: PubChem BioAssay (National Center for Advancing Translational Sciences (NCATS))
EPAC2 antagonist – antagonists of human EPAC2; EPAC2 GEF exchange of Rap1B-BODIPY-GDP, fluorescence; 0.18% of 360,000 active; AID 720708; Q8WZA2; Potency, µM (titrated, usually from 114 µM), without a hit: top-dose activity, negative = inhibition, usual class: inhibitors; further: potency means the concentration at half of the fitted maximal effect; on the % scale 0 is the no-effect control and ±100 the full control effect; nearly all actives have a fitted effect of over 45% in size; many of its hits are not listed in these tables
Target sequence (Q8WZA2 whole entry, looked up): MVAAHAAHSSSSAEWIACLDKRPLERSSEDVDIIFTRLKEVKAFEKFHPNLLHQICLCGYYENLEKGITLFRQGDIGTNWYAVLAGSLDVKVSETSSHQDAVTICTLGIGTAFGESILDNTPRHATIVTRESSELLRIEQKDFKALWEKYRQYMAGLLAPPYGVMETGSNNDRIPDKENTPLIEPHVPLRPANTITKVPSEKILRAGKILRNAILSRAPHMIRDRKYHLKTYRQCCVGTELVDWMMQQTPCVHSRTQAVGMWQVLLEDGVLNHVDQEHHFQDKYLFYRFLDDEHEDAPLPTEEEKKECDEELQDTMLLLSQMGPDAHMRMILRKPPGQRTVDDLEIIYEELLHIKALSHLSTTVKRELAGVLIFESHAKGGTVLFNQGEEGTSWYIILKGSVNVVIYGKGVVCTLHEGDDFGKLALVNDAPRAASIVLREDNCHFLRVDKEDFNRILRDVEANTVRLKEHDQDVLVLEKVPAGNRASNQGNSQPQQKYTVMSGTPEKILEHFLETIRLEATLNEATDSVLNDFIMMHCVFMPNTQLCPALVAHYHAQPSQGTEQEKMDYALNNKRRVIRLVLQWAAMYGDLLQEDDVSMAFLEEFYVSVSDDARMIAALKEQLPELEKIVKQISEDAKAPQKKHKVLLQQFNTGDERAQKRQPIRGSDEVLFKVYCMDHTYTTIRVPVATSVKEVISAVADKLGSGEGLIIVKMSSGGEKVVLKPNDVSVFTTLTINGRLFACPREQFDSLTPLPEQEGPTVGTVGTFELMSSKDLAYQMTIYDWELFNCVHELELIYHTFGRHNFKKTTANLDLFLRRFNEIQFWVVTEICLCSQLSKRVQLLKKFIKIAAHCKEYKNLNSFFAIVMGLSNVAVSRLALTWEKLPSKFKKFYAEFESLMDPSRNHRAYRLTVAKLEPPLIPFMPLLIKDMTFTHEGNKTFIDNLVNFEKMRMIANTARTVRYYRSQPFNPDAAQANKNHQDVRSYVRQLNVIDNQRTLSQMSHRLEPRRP
Abeta rescue – restores growth of yeast expressing A-beta42 peptide | yeast expressing A-beta42, growth rescue, OD600, 48 h; response scale: 0% DMSO, 100% iron-clioquinol control | 0.063% of 410,000 active | Potency, µM (series often up to 46.1 µM), for the others: top-dose growth rescue, hits mostly activators; further: potency means the concentration at half of the fitted maximal effect; nearly all actives have a fitted effect of over 55% in size
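Growth rescue measured by 600 nm absorbance after 48 h yeast culture at 30 C with compound. Values normalized between DMSO and an equimolar ferric chloride plus clioquinol control.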
aSyn yeast inh – inhibitors of alpha-synuclein toxicity in yeast | Yeast expressing alpha-synuclein, growth rescue, BacTiter-Glo, 24 h | Potency, µM (titrated, usually from 46.1 µM), without a hit: top-dose growth rescue (activation), usual class: activators | 0.14% of 370,000 active; further: potency means the concentration at half of the fitted maximal effect; % of control where 0% means no effect; nearly all actives have a fitted effect of over 65% in size
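Galactose-induced alpha-syn yeast (OD600=0.02, raffinose-pregrown) + pinned cpd, 24 hr, 30 deg C; growth by BacTiter-Glo luminescence. Growth restoration scores as activation.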
EPAC2 ag – agonists of human EPAC2 (RAPGEF4) | Potency, µM (titrated, usually from 154 µM), without a hit: at the top dose activation, hits mostly activators | EPAC2 activation, biochemical qHTS; response scale: 100% = 6.5 mM cAMP response | AID 720711 | Q8WZA2 | 0.079% of 360,000 active; further: potency means the concentration at half of the fitted maximal effect; nearly all actives have a fitted effect of over 50% in size
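Readout is BODIPY fluorescence (480 nm excitation, 540 nm emission), which falls as labeled GDP is exchanged off Rap1B. EPAC2 at 100 nM acted on 250 nM RAP1B-BODIPY-GDP with 50 uM GDP present.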
DRD3 antagonist – antagonists of human D3 dopamine receptor | P35462 | D3R cells, DiscoveRx beta-arrestin luminescence, antagonist mode; hits give low values | 2.5% of 360,000 active | AID 652054 | max response, negative = inhibition, %; in the data active means max response below about -50%; inconclusive means no clear call, values can overlap the other calls; further: on the % scale 0 is the no-effect control and ±100 the full control effect; mostly tested at two doses, the higher about 12 µM
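Cells plated overnight at 1500 cells/well, then exposed to library compounds with dopamine controls for 90 minutes at 37 degrees C. DiscoveRx reagent added for 30–60 minutes at room temperature; luminescence read, quantitative HTS format.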
TDP-43 yeast inh – rescues yeast growth from TDP-43 toxicity; TDP-43 expressing yeast growth rescue, BacTiter-Glo, 24 h; Potency, µM (doses to about 46.1 µM), inactives show top-dose growth rescue (activation), most hits filed as activators; 1.8% of 410,000 active; AID 652104; further: potency means the concentration at half of the fitted maximal effect; % of control where 0% means no effect; nearly all actives have a fitted effect of over 50% in size
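Yeast expressing TDP-43 (pregrown in raffinose, seeded at OD600=0.02 in galactose medium) exposed to compounds 24 hr at 30 deg C. Growth read by BacTiter-Glo luminescence; rescue of toxicity appears as increased signal.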
D3 ag – agonists of human D3 dopamine receptor; P35462; D3R DiscoveRx beta-arrestin cells, luminescence, 90 min; max activation, %; 0.58% of 410,000 active; in the data active means max activation above about 30%; further: 0% is about no effect; mostly tested at two doses, the higher about 12 µM
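Agonist-mode cell screen: cells plated at 1500/well and incubated overnight at 37 °C, then exposed to library compounds for 90 min at 37 °C. Detection reagent was added for 30–60 min at room temperature, and luminescence was read.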
FUS yeast rescue – rescues growth of FUS-expressing yeast. S. cerevisiae FUS-expressing, growth rescue, OD600, 24 h. Potency, µM (series often up to 76.6 µM), without a hit: top-dose growth rescue (activation), usual class: activators. 0.24% of 390,000 active. AID 1347120;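 further: potency means the concentration at half of the fitted maximal effect; plate controls were DMSO vehicle for no effect and reference control for full effect; nearly all actives have a fitted effect of over 55% in size; some results filed as inactive show a strong effect at the top dose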
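Read-out: OD at 600 nm after 24hr at 30C, reporting rescue of FUS-induced yeast toxicity. Cells at OD 0.005 in galactose (2%) minimal medium; compounds tested in a dilution series; CP55940 titration from 92uM final as control.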
* marks the source's active call; other numbers are inactive results; ? = inconclusive; / = no result given; [ ] = another dose, or the depositor's remark. Unless noted, the call rests on the fitted dose curve; in most records, active means well fitted curve in the direction sought with a large enough effect; inconclusive means small, poorly fitted or top-dose-only effect, or another doubt; inactive means no such curve, though single readings can be large; an effect the other way counts as inactive or inconclusive.

SMILES	EPAC2 antagonist	Abeta rescue	aSyn yeast inh	EPAC2 ag	DRD3 antagonist	TDP-43 yeast inh	D3 ag	FUS yeast rescue
Cc1cc(C)cc(NC(=O)Cn2nnc(C(=O)NCc3cccs3)c2N)c1	-9%	-4%	2%	-10%	-4	-16%	-10	-5%
Cc1ccc(NS(=O)(=O)c2ccc(C(=O)NCc3ccccn3)cc2)cc1	-8%	-2%	0%	0%	-3	-8%	2	4%
COC(=O)c1ccc(N2CCOCC2)c(NC(=O)c2cccnc2)c1	5%	8%	1%	-7%	11	8%	3	10%
CCCCN1/C(=C/c2cccc[n+]2C)Sc2cc(NC(C)=O)ccc21	-4%	-18%	0%	0%	-2	-1%	4	-18%
CCCc1cc(=O)oc2c(C)c(OCC(=O)Nc3ccc(CN4CCOCC4)cc3)ccc12	4%	-7%	0%	-13%	5	22%	0	-17%
C=CCOc1ccc(/C=C/C(=O)OCC(=O)N(C)CC(=O)Nc2ccccc2Cl)cc1	-5%	?	0%	11%	-9	20%	18	-3%
O=C(Cc1coc(-c2ccc(F)cc2)n1)NCc1ccccc1	8%	21%	8%	8%	0	18%	4	12%
Cc1ccc(C)c(C(=O)CSc2n[nH]c(C)n2)c1	10%	14%	2%	0%	4	18%	-1	-8%
COc1cccc(Nc2nc(-c3cccnc3)cs2)c1	-8%	15%	-2%	9%	-21	?	2	-13%
CC1=Nc2ccccc2N=C(NC(=O)c2ccccc2)C1c1ccc(Cl)cc1 (stereo unspecified)	-6%	-18%	-5%	?	-6	-26%[9.22 µM]	-10	23%
O=C(O)C1C2C=CC3(CN(Cc4ccccn4)C(=O)C13)O2 (stereo unspecified)	-1%	10%	1%	12%	8	0%	1	11%
CC(C)OC(=O)Cn1c(-c2ccccc2)c(-c2ccccc2)nnc1=O	-3%	-6%	2%	3%	-19	19%	4	-15%
CC(=O)c1cccc(NC(=O)CN2CCc3cc4c(cc3C2)OCCCO4)c1	-15%	-7%	-2%	2%	-25	5%	-17	12%
CCOc1cc(S(=O)(=O)NCCCN2CCOCC2)c(C)cc1C	-21%	-6%	3%	2%	-4	8%	-4	11%
Cc1ccccc1Cn1c(=O)n(CC2CCC(C(=O)N3CCC(C)CC3)CC2)c(=O)c2sccc21 (stereo unspecified)	/	4%	/	/	/	25%	7	?
CCOC1=CC(=O)N(Cc2ccccc2)C1	7%	-6%	1%	5%	9	-13%	-3	-23%
CC(Oc1ccccc1)c1ccnn1S(C)(=O)=O (stereo unspecified)	-2%	3%	1%	8%	5	9%	0	5%
COc1cc2c(cc1NC(=O)c1cccnc1)CCCC2	-6%	-16%	2%	9%	-7	15%	15	23%
CC(C)N1CCC1(C)C(=O)Nc1cc(-c2ccccc2)nn1C (stereo unspecified)	8%	-8%	-2%	1%	25	24%	5	-19%
O=C(Nc1ccc(N2CCN(C(=O)c3ccco3)CC2)cc1)C(c1ccccc1)c1ccccc1	12%	?	3%	-1%	-5	-42%[inhibitor]	2	/
COc1ccc(Cl)cc1NS(=O)(=O)c1cccc(C(=O)NCC2CCCO2)c1 (stereo unspecified)	14%	3%	-1%	3%	21	-2%	4	20%
COc1ccc2c(c1)-c1c(sn(-c3ccccc3)c1=S)C(C)(C)N2	-6%	10%	11%	11%	-30	16%	-3	15%
O=C(Nc1ccccc1N1CCOCC1)c1ccccc1NS(=O)(=O)c1ccc(F)cc1	-6%	7%	4%	5%	8	?	0	19%
O=C(Nc1nnc(-c2ccc3c(c2)OCCO3)o1)C1CCCCC1	-2%	-2%	4%	-4%	12	-3%	-2	-10%
COc1ccc(C(CNC(=O)CCNS(=O)(=O)c2ccc(C)cc2)N2CCOCC2)cc1 (stereo unspecified)	12%	-2%	0%	-3%	-14	0%	-14	3%
FC(F)(F)c1cc(-c2ccccc2)nc2cc(-c3ccccc3)nn12	/	-12%	/	/	/	24%	2	-20%
O=C(NCCN1C(=O)S/C(=C\c2cccnc2)C1=O)c1cccc(OC(F)F)c1	-1%	-4%	10%	-12%	-2	0%	-3	2%
CCCCN(C(=O)CN1CC(C)OC(C)C1)c1c(N)n(CC(C)C)c(=O)[nH]c1=O (stereo unspecified)	-3%	-6%	-3%	-5%	-1	5%	1	-3%
COCCn1c(N)c(C(=O)OCc2ccccc2)c2nc3ccccc3nc21	-11%	1%	1%	2%	-18	0%	-2	0%
Cc1ccc(SC(C)C(=O)NCC(C)C)cc1 (stereo unspecified)	3%	17%	0%	5%	19	-6%	-3	3%
CC1CCCCC12NC(=O)N(CC(=O)c1ccc3c(c1)OCO3)C2=O (stereo unspecified)	-2%	-3%	-4%	9%	-4	-9%	-10	38%
Cc1occc1-c1nnc(SCC(=O)N2CCCCC2)n1C	-2%	-9%	2%	9%	4	-5%	5	-5%
CN1CCN(C(=O)c2ccc3c(=O)n(Cc4ccco4)c(=S)[nH]c3c2)CC1	-1%	-9%	-2%	10%	-24	7%	0	29%
Cc1ccc(Nc2ccc(S(=O)(=O)N3CCOCC3)cc2[N+](=O)[O-])c(C)c1	2%	-12%	10%	10%	7	0%	-3	/
COCc1c(C(=O)N2CCN(CCOc3ccccc3)CC2)oc2ccccc12	-6%	9%	-4%	16%	-7	11%	88*	-18%
COc1c(C=NNC(N)=O)c(OC)c(OC)c2c1CCO2	5%	0%	-1%	1%	-1	-2%	5	-32%
CCC1CCCCN1CCCNC(=O)Cn1c(=O)c2cccn2c2cccnc21 (stereo unspecified)	13%	-9%	-17%	6%	-5	-42%[inhibitor]	-7	38%
Cc1cc(=O)[nH]c(SCc2ccccc2)n1	0%	-10%	-2%	3%	-7	10%	0	-19%
CCOC(=O)N1CCN(C(=O)c2cnsn2)CC1	-5%	-3%	-5%	6%	-12	3%	-5	2%
O=C(Nc1ccc([N+](=O)[O-])cc1)Nc1ccc2c(c1)OCCO2	10%	-5%	-8%	10%	?	-25%	-4	18%
COC(=O)/C=C/C(=O)N1CCN(c2ccccc2C)CC1	-3%	-7%	3%	4%	0	0%	5	/
NC(=O)c1ccsc1NC(=O)C1CCN(S(=O)(=O)c2cccs2)CC1	-11%	-7%	-5%	3%	-2	-7%	-12	11%
Cc1ccccc1NC(=O)Cn1nc(C)c2ccccc2c1=O	12%	3%	5%	2%	-6	12%	2	-8%
Cc1ccccc1C(=O)Nc1ccc(Br)cn1	14%	-7%	-2%	-1%	-18	-3%	-11	4%
Cc1cc(O)c(C(C)C)cc1NC(=S)Nc1cc(C(C)C)c(O)cc1C	4%	11%	-3%	-1%	-6	-16%	-12	/
CCOC(=O)N1CCN(Cc2nc3cc(NC(=O)c4ccco4)ccc3n2CC)CC1	-2%	3%	-4%	9%	-22	8%	3	24%
Cc1ccc(OCc2ccc(C(=O)NCc3cccnc3)cc2)cc1C	-1%	-4%	1%	-1%	26	-9%	1	?
CCOC(=O)N1CCN(C(=O)C2CCN(S(=O)(=O)c3ccc(Br)s3)CC2)CC1	-6%	16%	14%	13%	-23	16%	-12	?
Cc1cccc(C)c1-n1nnnc1C1c2ccccc2C(=O)N1CCOc1ccccc1 (stereo unspecified)	-10%	3%	1%	13%	8	?	5	3%
O=C1NC(=Nc2ccccc2)S/C1=C/c1cccnc1	10%	1%	-7%	1%	-6	0%	-15	-4%

In another format: 2 of the compounds above.
molecule,EPAC2 antagonist,Abeta rescue,aSyn yeast inh,EPAC2 ag,DRD3 antagonist,TDP-43 yeast inh,D3 ag,FUS yeast rescue
CCCCN(C(=O)CN1CC(C)OC(C)C1)c1c(N)n(CC(C)C)c(=O)[nH]c1=O (stereo unspecified),-3%,-6%,-3%,-5%,-1,5%,1,-3%
COCCn1c(N)c(C(=O)OCc2ccccc2)c2nc3ccccc3nc21,-11%,1%,1%,2%,-18,0%,-2,0%

Full records, looked up by structure. Order of screens: EPAC2 antagonist | Abeta rescue | aSyn yeast inh | EPAC2 ag | DRD3 antagonist | TDP-43 yeast inh | D3 ag | FUS yeast rescue
COC(=O)/C=C/C(=O)N1CCN(c2ccccc2C)CC1 across the screens: -3% | -7% | 3% | 4% | 0 | 0% | 5 | /
CCOC(=O)N1CCN(Cc2nc3cc(NC(=O)c4ccco4)ccc3n2CC)CC1 across the screens: -2% | 3% | -4% | 9% | -22 | 8% | 3 | 24%

The list continues.
SMILES	EPAC2 antagonist	Abeta rescue	aSyn yeast inh	EPAC2 ag	DRD3 antagonist	TDP-43 yeast inh	D3 ag	FUS yeast rescue
CCOc1ccccc1NC(=O)CN(c1ccc(OC)cc1)S(=O)(=O)c1c(C)noc1C	-6%[57.1 µM]	10%	5%	10%	?	11%	-4	46%
CC(=O)N1CCc2cc(CNC(=O)Nc3cc(Cl)ccc3C)ccc21	/	-1%	/	/	/	?	-2	-5%
C=CCNC(=O)c1ccccc1CCc1ccccc1	17%	8%	6%	-3%	9	9%	1	6%
O=C(CSCCS(=O)(=O)c1ccc(Cl)cc1)Nc1ccccc1	-6%	-1%	1%	5%	6	-14%	-4	8%
Cc1ccnc(Sc2ncccc2[N+](=O)[O-])n1	0%	6%	1%	-6%	-6	20%	0	-3%
CC(=O)c1c(N2CCN(CCO)CC2)nc(=S)n(-c2ccccc2)c1C	1%	-19%	11%	3%	3	-6%	4	10%
CC(/C=C/c1ccc(C)o1)=C\C(=O)O	1%	-15%	1%	8%	-7	-14%	-3	-1%
CC(C)(C)OC(=O)N[C@H](C(=O)OC(C)(C)C)c1ccc(C(F)(F)F)cc1	0%	1%	0%	-1%	-20	16%	0	-15%
O=C(N/N=C/c1ccc2c(c1)OCO2)c1cccs1	-2%	2%	-7%	4%	4	-5%[0.397 µM]	-1	2%
O=S(=O)(Nc1ccccc1)c1ccc(Oc2ncc(C(F)(F)F)cc2Cl)cc1	-25%	0%	-16%	-2%	-63*	19%	-1	-3%
Cn1c(SCC(=O)c2ccccc2)ncc(C(=O)Nc2ccccc2)c1=O	-6%	-1%	0%	5%	-11	0%	-5	17%
CCN(c1cccc(C)c1)S(=O)(=O)c1ccc(-c2cc(C)no2)s1	-17%	-7%	2%	5%	-13	20%	-4	30%
CCC(C)NC(=O)C(=O)Nc1c2c(nn1-c1ccccc1)CS(=O)(=O)C2 (stereo unspecified)	/	-18%	/	/	/	-6%	0	6%
CCCCOC(=O)c1ccc(NC(=O)Cn2nnc3sc4c(c3c2=O)CCCC4)cc1	/	2%	/	/	/	15%	-12	36%
CCNC(=O)n1nccc1C(C)Oc1cccc(C(F)(F)F)c1 (stereo unspecified)	-4%[57.1 µM]	5%	-8%	8%	16	16µM*	-5	11%
CCSc1ncc(Cl)c(C(=O)Nc2sc3c(c2C(=O)NCc2cccnc2)CCCC3)n1	-4%	-14%	7%	-22%	-10	-26%	-3	0%

This is a subset. The share of hits here may be higher or lower than overall.
